# bovine MsrA act = bovine methionine sulfoxide reductase A activation. AID 602163. activation, % at 10.6 µM. purified bovine MsrA, absorbance read-out. 0.3% of 360,000 active; in the data active = activation above about 7.5%;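 also: 0% = vehicle and 100% = reference activator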
# E coli Lon inh = inhibits E. coli Lon protease; P0A9M0; purified E. coli Lon protease, fluorescence polarization; inhibition, % at 7.94 µM; 0.42% of 360,000 active; AID 602123; in the data active = inhibition above about 13%, passing the limit was not always enough;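 also: 0% = enzyme with probe and DMSO and 100% = no enzyme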
# MsrA inh = inhibits bovine methionine sulfoxide reductase A | AID 651718 | 0.75% of 360,000 active | purified bovine MsrA, absorbance read-out | inhibition, % at 15.5 µM; in the data active = inhibition above about 4.5%;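 also: 0% = vehicle wells with enzyme and 100% = reference inhibitor wells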
# SKN-1 block = C. elegans SKN-1 inhibition. C. elegans VP596 Pgst-4::GFP/RFP ratio, acrylamide-induced, 24 h. inhibition, % at 21.8 µM. 0.49% of 360,000 active;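 active = interference check ratio from 0.5 to 1.5 plus GFP to RFP signal ratio inhibition reaching or exceeding a fixed threshold, cut at about 30% in these data, passing the limit was not always enough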; also: some compounds called inactive have numbers as strong as hits
# FAS-TE inh = blocks the thioesterase domain of human fatty acid synthase | recombinant FAS-TE, OMFH fluorogenic substrate, fluorescence endpoint | inhibition, % at 15 µM | 0.67% of 360,000 active;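 active = compounds whose normalised, plate-corrected inhibition of enzyme fluorescence in the single-dose primary screen is 50% or more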;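 also: 0% = DMSO with enzyme and 100% = substrate without enzyme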
# Target sequence (P49327 whole entry, looked up, the tested form may be a part): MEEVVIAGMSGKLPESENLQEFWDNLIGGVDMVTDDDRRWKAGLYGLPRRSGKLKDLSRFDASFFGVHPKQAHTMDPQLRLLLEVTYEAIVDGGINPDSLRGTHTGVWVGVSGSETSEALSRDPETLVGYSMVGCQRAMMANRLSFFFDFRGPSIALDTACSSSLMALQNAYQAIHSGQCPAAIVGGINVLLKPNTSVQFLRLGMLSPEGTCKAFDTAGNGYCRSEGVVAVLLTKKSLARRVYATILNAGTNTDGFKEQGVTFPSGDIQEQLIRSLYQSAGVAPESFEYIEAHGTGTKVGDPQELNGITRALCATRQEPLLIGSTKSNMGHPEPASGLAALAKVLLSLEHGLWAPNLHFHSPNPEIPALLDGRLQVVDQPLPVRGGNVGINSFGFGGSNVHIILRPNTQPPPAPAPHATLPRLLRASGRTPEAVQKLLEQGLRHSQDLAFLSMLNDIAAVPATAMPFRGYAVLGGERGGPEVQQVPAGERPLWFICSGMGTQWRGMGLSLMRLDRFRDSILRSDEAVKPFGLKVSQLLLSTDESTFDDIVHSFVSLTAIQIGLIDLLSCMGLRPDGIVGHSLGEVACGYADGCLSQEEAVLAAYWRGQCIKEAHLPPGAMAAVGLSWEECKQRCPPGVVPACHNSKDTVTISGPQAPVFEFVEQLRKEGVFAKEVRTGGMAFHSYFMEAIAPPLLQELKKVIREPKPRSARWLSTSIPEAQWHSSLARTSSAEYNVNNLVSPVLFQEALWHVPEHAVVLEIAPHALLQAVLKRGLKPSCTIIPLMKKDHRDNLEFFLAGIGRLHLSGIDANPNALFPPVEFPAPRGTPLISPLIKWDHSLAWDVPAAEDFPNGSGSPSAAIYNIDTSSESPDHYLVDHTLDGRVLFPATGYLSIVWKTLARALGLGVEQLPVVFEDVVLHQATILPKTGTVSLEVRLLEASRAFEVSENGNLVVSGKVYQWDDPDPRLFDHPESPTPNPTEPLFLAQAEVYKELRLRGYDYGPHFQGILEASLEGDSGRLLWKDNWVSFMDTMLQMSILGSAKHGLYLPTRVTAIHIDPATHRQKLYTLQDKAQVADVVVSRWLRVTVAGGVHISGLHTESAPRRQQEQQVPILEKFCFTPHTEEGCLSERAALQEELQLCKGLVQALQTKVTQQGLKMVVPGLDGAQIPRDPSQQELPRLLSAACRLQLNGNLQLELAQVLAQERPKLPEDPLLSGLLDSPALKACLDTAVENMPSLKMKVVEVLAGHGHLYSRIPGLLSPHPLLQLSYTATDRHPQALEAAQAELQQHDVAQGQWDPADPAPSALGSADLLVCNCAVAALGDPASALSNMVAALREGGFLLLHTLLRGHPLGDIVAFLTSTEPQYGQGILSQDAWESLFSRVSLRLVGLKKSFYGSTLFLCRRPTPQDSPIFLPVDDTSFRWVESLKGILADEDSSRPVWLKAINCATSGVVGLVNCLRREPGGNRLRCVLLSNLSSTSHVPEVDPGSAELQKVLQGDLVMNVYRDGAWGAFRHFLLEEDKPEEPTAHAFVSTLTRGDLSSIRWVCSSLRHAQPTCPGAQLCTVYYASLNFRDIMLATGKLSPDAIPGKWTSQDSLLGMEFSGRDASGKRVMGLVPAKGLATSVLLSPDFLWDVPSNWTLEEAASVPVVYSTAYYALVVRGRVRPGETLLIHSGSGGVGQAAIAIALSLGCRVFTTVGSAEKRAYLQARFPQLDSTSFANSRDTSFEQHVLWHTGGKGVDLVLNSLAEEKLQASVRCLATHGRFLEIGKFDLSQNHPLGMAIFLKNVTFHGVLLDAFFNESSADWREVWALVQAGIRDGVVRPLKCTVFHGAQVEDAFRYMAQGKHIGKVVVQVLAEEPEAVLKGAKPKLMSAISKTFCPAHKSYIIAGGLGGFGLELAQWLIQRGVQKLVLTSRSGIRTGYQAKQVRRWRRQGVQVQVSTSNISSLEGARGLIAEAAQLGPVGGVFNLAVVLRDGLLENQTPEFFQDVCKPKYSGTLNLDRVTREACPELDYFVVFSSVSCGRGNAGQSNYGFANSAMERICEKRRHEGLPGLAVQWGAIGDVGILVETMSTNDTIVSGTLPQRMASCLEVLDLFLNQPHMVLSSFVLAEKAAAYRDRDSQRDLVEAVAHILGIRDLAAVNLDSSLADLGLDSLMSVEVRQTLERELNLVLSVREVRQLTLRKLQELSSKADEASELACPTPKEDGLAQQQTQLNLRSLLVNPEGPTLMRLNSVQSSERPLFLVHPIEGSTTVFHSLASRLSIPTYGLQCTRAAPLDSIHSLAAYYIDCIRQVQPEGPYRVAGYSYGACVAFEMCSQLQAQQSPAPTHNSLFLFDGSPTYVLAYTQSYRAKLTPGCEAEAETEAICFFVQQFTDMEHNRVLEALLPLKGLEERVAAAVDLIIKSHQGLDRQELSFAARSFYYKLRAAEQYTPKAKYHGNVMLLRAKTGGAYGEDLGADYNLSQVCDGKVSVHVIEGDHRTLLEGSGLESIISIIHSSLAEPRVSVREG
# NRP1-CendR mod = alters CendR peptide binding to human NRP-1; FAM-RPARPAR peptide binding to NRP-1, fluorescence polarization; AID 602438; inhibition, % at 25 µM; 0.85% of 360,000 active;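 active = inhibition or corrected inhibition above about 18%, plus a signal ratio from 0.5 to 1.5, limit read from the data, passing the limit was not always enough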; also: strong numbers were not always called active
# PABP1 MLLE inh = blocks PAM2 peptide binding to the PABP1 MLLE domain; 0.36% of 360,000 active; inhibition, % at 20 µM; GST-MLLE / FITC-PAM2 fluorescence polarization; AID 588489; P11940; in the data active = inhibition above about 35%, passing the limit was not always enough;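 also: plate controls were DMSO wells with GST-MLLE for no effect and wells lacking GST-MLLE protein for full effect; some results filed as inactive read as strong as hits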
# Tb MetRS inh = Trypanosoma brucei MetRS inhibition | 0.4% of 360,000 active | AID 624268 | inhibition, % at 11.9 µM | purified T. brucei MetRS, ATP depletion, Kinase-Glo luminescence;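 active = inhibition above a per-plate cutoff of the control wells' mean inhibition plus 3 SD, cut at about 5.5% in these data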;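 also: 0% = DMSO wells median and 100% = median of wells with control inhibitor compound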
#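 Assay system: T. brucei methionyl-tRNA synthetase, purified | Medium: HEPES buffer with MgCl2, KCl, DTT, spermine, BSA, pyrophosphatase | Compound: 11.9 µM single point | Incubation: 15 min enzyme-compound preincubation, 2 h reaction, 10 min detection, 25 °C | Measured by: Kinase-Glo luciferase luminescence reporting remaining unconsumed ATP | Measure: % inhibition normalized to control-well medians | Replication: Singlicate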
# MT1-MMP act inh = inhibitors of human MT1-MMP activation. P50281. HT1080 RFP-PRO-GFP cells, GFP/RFP ratio fluorescence, overnight; percent of plate control window, DMSO zero. 0.061% of 360,000 active. AID 651647. GFP/RFP ratio change, % at 20 µM;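 active = GFP/RFP ratio change of at least 30% with cell ATP level not reduced by more than half and red fluorescence within 50% of control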; also: strong numbers were not always called active
#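 Compound: 20 µM single dose, 1% DMSO / System: HT1080 RFP-PRO-GFP cells / Controls: DMSO and RFP-L50D-GFP cell wells / Read-out basis: GFP/RFP fluorescence ratio / Schedule: overnight compound exposure at 37 °C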
# * marks the source's active call; other numbers are inactive results; / = not tested or not shown; & = joins results of further samples.
SMILES,bovine MsrA act,E coli Lon inh,MsrA inh,SKN-1 block,FAS-TE inh,NRP1-CendR mod,PABP1 MLLE inh,Tb MetRS inh,MT1-MMP act inh
CCOc1ccccc1/C=C/c1onc(C)c1S(=O)(=O)N1CCC(C(=O)NC(C)C)CC1,-2,4,-0.3,-1,3,10,-12,0.1,3
O=C(COc1ccc(S(=O)(=O)N2CCCC2)cc1)Nc1ccc2c(c1)OCCO2,-10,-4,-0.4,-7,-5,36*,1,-2.1,1
Cc1ccc(NC(=O)c2ccc3nc[nH]c3c2)nc1,-5,-1,-0.5,-14,-5,8,5,-0.7,0
CCOC(=O)N1CCN(S(=O)(=O)c2ccc(C(=O)N(CCN(C)C)c3nc4ccc(CC)cc4s3)cc2)CC1,-8,-7,-1.1,26,9,1,0,-0.4,5
Cc1nc2cc(-c3ccc(Cl)cc3)nn2c(C)c1CCC(=O)NC(C)c1ccc2c(c1)OCCO2 (centres undefined),-3,0,-1.4,-4,17,-6,-6,0.2,-1
COc1ccc(N2CC(O)=C(c3nc(-c4ccc(F)cc4)cs3)C2=N)cc1,-3,-4,-0.9,10,-2,12,13,-0.4,3
COC(=O)c1ccc2[nH]c(C)c(CN3CCCC3)c(=O)c2c1,-3,3,2.0,9,-8,-3,-2,0.1,4
c1ccc(C2=NCCCN2)cc1,-4,-4,1.4,-1,-7,-15,-3,0.0,2
Cc1cc(NC(=O)C2CC(c3cccc(Br)c3)=NO2)no1 (centres undefined),-2,-4,1.2,7,5,2,6,-0.4,2
CCOc1ccc(C(=O)NCCN2CCCC2)cc1,-3,3,-0.8,8,-8,4,-3,0.0,5
Cc1ccn2c(NCc3ccccc3)c(-c3cccc(SC4CCCCC4)c3)nc2c1,1&-2,0&-14,1.4&0.8,11&6,27&28,-4&4,-1,-0.1&-0.7,3&2
CS(=O)(=O)c1ccc(NC(=O)CCN2C(=O)C3CC=CCC3C2=O)cc1 (centres undefined),-7,0,0.9,9,-4,-5,-27,-0.4,2
CC(C)c1ccc(NC(=O)COC(=O)CCC(=O)c2cccs2)cc1,-5,-15,0.1,4,-8,-8,-8,0.4,4
CCC(C)CCN1C(N(C)C)=NC[C@@H]1Cc1ccccc1 (some centres undefined),-10,11,-0.9,7,-18,4,4,-0.6,5
COc1cc(C(=S)N2CCCC2)cc(OC)c1O,-1,-3,-0.3,-1,-5,-2,27,-0.5,3

# Complete entries, quoted from the list. Order of values: bovine MsrA act	E coli Lon inh	MsrA inh	SKN-1 block	FAS-TE inh	NRP1-CendR mod	PABP1 MLLE inh	Tb MetRS inh	MT1-MMP act inh
# Record of `CS(=O)(=O)c1ccc(NC(=O)CCN2C(=O)C3CC=CCC3C2=O)cc1` (centres undefined) : -7	0	0.9	9	-4	-5	-27	-0.4	2
# Record of `O=C(COc1ccc(S(=O)(=O)N2CCCC2)cc1)Nc1ccc2c(c1)OCCO2` : -10	-4	-0.4	-7	-5	36*	1	-2.1	1
# Record of `Cc1ccn2c(NCc3ccccc3)c(-c3cccc(SC4CCCCC4)c3)nc2c1` : 1&-2	0&-14	1.4&0.8	11&6	27&28	-4&4	-1	-0.1&-0.7	3&2

# The list continues:
SMILES,bovine MsrA act,E coli Lon inh,MsrA inh,SKN-1 block,FAS-TE inh,NRP1-CendR mod,PABP1 MLLE inh,Tb MetRS inh,MT1-MMP act inh
COC(=O)c1ccc(CN2CCN(Cc3ccc(C(=O)OC)o3)CC2)o1,-2,4,0.2,5,-8,5,9,-1.3,-2
COc1cccc2c(=O)n(CC(=O)N3CCCCCC3)ccc12,-3,-8,0.9,7,-4,-4,-9,-0.3,-2
COCC1CCN(C(=O)c2cc(COc3ccc4ncccc4c3)on2)CC1,-3,3,-0.8,5,-3,-2,5,-0.2,-10
Cc1ccc(N(C(C)C(=O)Nc2cccc(N(C)S(C)(=O)=O)c2)S(C)(=O)=O)cc1 (centres undefined),-6,-10,0.9,0,-5,6,-5,-0.2,2
CN(Cc1ccc(F)cc1)C(=O)c1cccc(OCc2ccccc2)c1,-4,-13,0.1,20,27,5,1,-0.1,-2
O=C(CN1CCN(Cc2cccc(Cl)c2)C1=O)NCc1ccccn1,-5,-3,0.3,-8,-3,6,-16,-1.1,-2
C[C@@H]1CN([C@@H](C)CO)C(=O)c2cc(NC(=O)C3CCCCC3)ccc2O[C@@H](C)CCCCO[C@@H]1CN(C)Cc1ccncc1,0,-10,-0.3,-11,-3,-7,-9,-0.8,5
CN(C)c1ccc(N=Nc2cccc3ccoc23)cc1,-4,4,0.8,29,18,3,-1,-0.9,5
Cc1ccc(S(=O)(=O)N(C)c2ccc(C(=O)Nc3ccc(C)cn3)cc2)cc1,-5,3,-1.0,-15,20,-8,0,-0.4,-10
CCOCCCNC(=O)c1ccc2c(=O)n(Cc3ccc(OC)cc3)c(=O)[nH]c2c1,-4,1,2.9,-4,-11,-8,-10,-0.8,6
Brc1ccc(COc2cccc3cccnc23)cc1,-5,6,0.0,20,11,2,-13,0.7,2
CCN(NC(=O)C(O)(c1ccccc1)c1ccccc1)C(=O)c1ccccc1,-3,-4,0.3,-6,-14,-1,-2,-0.6,3
CC(=O)/C(C=Nc1noc(C)c1Br)=C(\C)O,-1,-1,-0.6,-1,-2,0,14,-0.7,2
O=C(CCC1CCCC1)c1c(O)c2ccccc2oc1=O,-2,-3,0.9,6,2,1,-8,-0.3,-11
Cc1c(-c2ccccc2)cn2c1-c1ccc(C)n1CC2,0,-26,2.6,13,-3,-90,-48,-0.9,-22

# Next section (two carried over from the part before).
SMILES,bovine MsrA act,E coli Lon inh,MsrA inh,SKN-1 block,FAS-TE inh,NRP1-CendR mod,PABP1 MLLE inh,Tb MetRS inh,MT1-MMP act inh
O=C(CCC1CCCC1)c1c(O)c2ccccc2oc1=O,-2,-3,0.9,6,2,1,-8,-0.3,-11
Cc1c(-c2ccccc2)cn2c1-c1ccc(C)n1CC2,0,-26,2.6,13,-3,-90,-48,-0.9,-22
NC(=O)c1ccc(NC(=O)COC(=O)c2cc3c(s2)CCC3)cc1,-7,-3,0.7,12,-6,-4,-20,-0.4,-1
CC1CCCCN1C(=O)Cn1c(=O)n(CCC(=O)NCc2ccco2)c(=O)c2sccc21 (centres undefined),-2,-2,0.2,-8,-6,4,0,-0.4,6
CN(CCC1CCOCC1)C(=O)CC1C(=O)NCCN1Cc1ccoc1 (centres undefined),-11,-7,-0.5,0,0,11,12,-0.6,0
COc1cc(OC)c(NC(=O)C(=O)CC(=O)c2ccc(C)cc2C)cc1Cl,-10,-4,-0.5,-3,6,-2,10,-1.0,-5
CCN(C(=O)COc1ncnc2ccccc12)C1CCCCC1,-9,-13,0.3,-6,-5,-3,-7,-0.4,1
C=CCc1ccccc1OCC(O)CNC1CCCC1 (centres undefined),-1,-6,-1.5,18,-3,-11,2,-0.3,-3
O=S(=O)(Nc1c(O)ccc2ccccc12)c1cccc2ccccc12,-5,12,/,-1,15,-27,-10,-0.1,3
CC(=O)Nc1ccc(NC2(C)C(=O)c3ccccc3C2=O)cc1,-4,-4,-1.0,-10,-3,-7,-12,-1.5,2
O=C(CSc1ccccc1)Nc1nnc(/C=C/c2ccccc2)s1,-7,0,-0.2,-2,-6,-10,4,-0.7,5
O=C(CCC1CCCC1)N1CCN(C(=O)COc2ccccc2)CC1,-4,-3,0.9,-1,-4,12,7,-1.1,-1
CSc1ccccc1C(=O)N(C)C(c1ccccc1)c1ccccc1,-1,-4,0.3,-5,17,-7,11,-0.2,-7
COc1ccc(C2=NOC(Cn3nc(-c4ccccc4)cc3C(=O)NCc3ccc(C)cc3)C2)cc1 (centres undefined),6,3,0.9,6,19,20,3,-0.3,0
COc1ccc(N=C2SCC(=O)N2C)cc1,-4,9,0.8,-19,-5,4,-6,-0.2,-2
CN(C)C(/C=C/Nc1ccccc1F)=C(C#N)C#N,-2,0,1.1,9,-6,-8,4,-0.1,1
CC(C)CNC(=O)c1ccccc1C(=O)NC1(C(=O)NCC(C)C)CCCC1,-3,0,0.0,6,-8,13,3,-0.1,2
Cc1ccc(S(=O)(=O)Nc2cc(C)cn(Cc3ccc(F)cc3)c2=O)cc1,1,-17,0.9,27,-3,-93,-50,-0.1,3
Nc1nnc(SCC(=O)Nc2cccc(S(N)(=O)=O)c2)s1,-1,6,0.0,-2,-4,-9,-19,-0.5,5
COc1ccc(Cc2nc3ccc(C(=O)N(C)CCCN4CCOCC4)cc3o2)cc1,-1,-14,-0.3,8,-3,-3,-3,0.3,2
Cc1cc(=O)n(Cc2ccccc2)c2c(C)cccc12,-1,6,-0.7,16,17,0,-4,-0.9,0
COc1cc(Br)cc(C(c2c(C)n(C)n(-c3ccccc3)c2=O)c2c(C)n(C)n(-c3ccccc3)c2=O)c1O,-8,-1,0.6,8,-1,-11,-3,-0.7,0
CC(C)CN(C(=O)COC(=O)/C=C/c1ccccc1)C1CCS(=O)(=O)C1 (centres undefined),1,-12,-1.4,-2,-4,5,2,-0.2,-1
Cc1ccc([C@H]2C[C@H](O)[C@@H](n3cc(COC(=O)c4ccccc4)nn3)CN2Cc2cccs2)cc1,0,-4,-1.3,8,17,4,3,-0.9,-1
CCOn1c(=O)c(-c2cc(OC)ccc2OC)[n+]([O-])c2ccccc21,-4,-1,1.4,11,-5,-10,2,-0.9,0
Clc1ccc(-c2nc3ccc(Br)cn3c2Cc2ccccc2)cc1,1,0,-0.1,15,23,-7,-6,-1.2,/
O=C(Nc1cccc(S(=O)(=O)Nc2ccc(Cl)cc2)c1)c1ccc2c(c1)OCCO2,-14,6,0.3,0,54*,3,15,-1.0,14
O=C(CS(=O)(=O)c1cn(CC(=O)N2CCOCC2)c2ccccc12)Nc1ccccc1,0,12,0.3,-5,-4,6,-3,0.5,-2
Cc1cc(C)n2ncc(C(=O)Nc3ccc(Cl)c(Cl)c3)c2n1,-3,-10,1.0,1,6,-1,15,-0.9,-5
COc1ccc(S(=O)(=O)N2CCCN(CCC(=O)Nc3cccc(C(F)(F)F)c3)CC2)cc1,-2,-10,-2.8,19,16,0,-1,0.2,-8
CS(=O)(=O)N1CCC(C(=O)NCCc2ccccc2)CC1,1,-4,0.1,6,-8,10,1,-0.2,2
O=C(O)CCc1n[nH]c(=S)[nH]c1=O,3,2,1.0,-25,-1,16,36,0.2,0
O=C(CN1C(=O)C2CC=CCC2C1=O)NCc1cccs1 (centres undefined),-1,-1,1.4,8,0,4,-3,0.0,3
CC(C)(C)c1cnnn1-c1ccc(NC(=O)c2ccc(Br)o2)cc1,-1,-2,-0.2,3,0,0,-2,-0.3,1
CCOc1ccc(S(=O)(=O)N2CCCC(C(=O)NC3CC3)C2)cc1Cl (centres undefined),-9,11,-0.4,2,-6,1,7,-0.5,-2
Cc1c(C(=O)N2CCC3(CC2)CC(=O)c2ccccc2O3)cccc1[N+](=O)[O-],-2,-10,-0.3,4,33,6,3,-0.5,-3
N#CCN(CC#N)C(=O)C1c2ccccc2Oc2ccccc21,-4,12,-0.5,10,-4,14,24,-0.5,2
Cc1ccc(S(=O)(=O)NCc2ccncc2)cc1C,-2,-1,-1.1,3,-4,22*,11,-0.5,-5
Clc1ccc(-c2nnc(-c3cccc4ccccc34)o2)cc1Cl,-1,10,0.7,9,2,0,3,0.4,2
CCN1CCN(C(=O)N(c2ccccc2)c2ccccc2)CC1,-1,0,-0.1,-1,-2,17,0,-0.8,-6
Cc1cccc(N2O[C@H]3C=CC2CCCC3)n1,0,-14,-2.1,3,-6,11,6,-0.8,4
O=S(=O)(Cc1nnnn1-c1ccccc1)c1ccc(Cl)cc1,-3,-3,0.3,10,-2,12,5,0.0,-2

# High-throughput results (PubChem)
